Screens deposited in PubChem by Sanford-Burnham Center for Chemical Genomics.
CCR6 antagonist – blocks CCL20-driven beta-arrestin recruitment at human CCR6 | hit rate 0.49% among 340,000 | inhibition, % at 20 µM | CHO-K1 CCR6 PathHunter beta-arrestin, luminescence, CCL20-stimulated | P51684;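 active = compounds whose inhibition of the agonist-driven luminescence signal at 20 µM reaches about 50%, limit read from the data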;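 also: cells stimulated with CCL20 at 14 nM final; plate controls were DMSO with CCL20 for no effect and DMSO without agonist for full effect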
Target sequence (P51684 whole entry, looked up): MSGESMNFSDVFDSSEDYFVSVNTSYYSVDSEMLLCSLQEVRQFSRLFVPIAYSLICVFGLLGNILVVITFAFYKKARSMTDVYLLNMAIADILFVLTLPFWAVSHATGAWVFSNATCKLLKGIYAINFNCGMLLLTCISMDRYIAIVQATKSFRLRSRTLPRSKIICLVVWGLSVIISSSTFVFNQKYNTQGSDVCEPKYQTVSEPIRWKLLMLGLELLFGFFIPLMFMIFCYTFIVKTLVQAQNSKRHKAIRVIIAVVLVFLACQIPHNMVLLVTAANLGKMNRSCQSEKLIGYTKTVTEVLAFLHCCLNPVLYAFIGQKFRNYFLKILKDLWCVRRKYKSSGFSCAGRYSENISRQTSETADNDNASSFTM
APJ antagonist – APJ receptor antagonism. CHO-K1 APJ beta-arrestin complementation, luminescence. hit rate 0.32% among 330,000. inhibition, % at 20 µM. AID 2521. P35414;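 active = inhibition above about 40% at 20 µM, limit read from the data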;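 also: cells challenged with 10 nM apelin-13 agonist together with compound; plate controls were apelin-13 plus DMSO wells for no effect and DMSO wells lacking apelin-13 for full effect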
EBI2 antag – antagonists of human EBI2 receptor; P32249; EBI2 beta-arrestin recruitment, luminescence, 7a,25-OHC stimulated; inhibition, % at 5 µM; hit rate 0.81% among 360,000; AID 651636; in the data active = inhibition above about 38%;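 also: enzyme fragment complementation signal reports receptor beta-arrestin coupling in cells; 0% = agonist plus DMSO wells and 100% = wells without agonist; some results beyond the cut were filed as inactive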
Target sequence (P32249 whole entry, looked up, the tested form may be a part): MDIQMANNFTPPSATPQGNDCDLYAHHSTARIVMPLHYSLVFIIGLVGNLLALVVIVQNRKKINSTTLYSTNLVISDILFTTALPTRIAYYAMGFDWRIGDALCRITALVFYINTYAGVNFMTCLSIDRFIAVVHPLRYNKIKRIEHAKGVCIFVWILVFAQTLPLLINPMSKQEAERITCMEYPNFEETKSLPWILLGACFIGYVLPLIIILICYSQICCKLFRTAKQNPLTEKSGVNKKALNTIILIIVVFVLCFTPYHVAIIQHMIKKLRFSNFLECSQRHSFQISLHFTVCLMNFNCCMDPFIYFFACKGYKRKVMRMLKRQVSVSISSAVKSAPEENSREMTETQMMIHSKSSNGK
Gli-Sufu antag – antagonists of Gli-Sufu signaling | Sufu-KO-LIGHT fibroblasts, Gli luciferase reporter luminescence | AID 588413 | hit rate 0.74% among 340,000 | inhibition, % at 5 µM;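 active = inhibition above about 55%, limit read from the data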;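 also: 0% = DMSO-treated cells and 100% = wells with medium but no cells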
APJ ag – agonists of human APJ apelin receptor; P35414; activation, % at 20 µM; hit rate 0.11% among 330,000; CHO-K1 APJ PathHunter beta-arrestin, luminescence; 0% DMSO wells, 100% apelin;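 active = activation more than six SD over the plate average, tested at 20 µM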;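 also: 0% = DMSO alone and 100% = apelin-13 at 10 nM; some results filed as inactive read as strong as hits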
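system = engineered CHO-K1 APJ arrestin reporter cells | input = 1000 cells per well | timing = overnight seeding, 90 min compound at 25 °C, 1 h detection | measured by = enzyme-fragment complementation luminescence | read-out = beta-arrestin recruitment to APJ as agonist activity, luminescent signal | control set = negative DMSO alone, positive Apelin-13 at 10 nM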
UBC13 inh – human UBC13 polyubiquitination inhibition; P61088; UBC13 polyubiquitin chain formation, TR-FRET; inhibition, % at 20 µM; hit rate 0.47% among 330,000; AID 485273; in the data active = inhibition above about 45%, passing the limit was not always enough
Target sequence (P61088 whole entry, looked up): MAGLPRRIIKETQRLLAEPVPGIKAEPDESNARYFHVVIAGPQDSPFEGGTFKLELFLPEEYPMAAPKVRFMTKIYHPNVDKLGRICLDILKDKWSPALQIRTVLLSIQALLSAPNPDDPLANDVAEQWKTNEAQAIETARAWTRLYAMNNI
ATG4B inh – inhibitors of human ATG4B cysteine protease | Q9Y4P1 | ATG4B cleavage of LC3-PLA2, NBD-HPC fluorescence, 1 h | inhibition, % at 8.33 µM | hit rate 0.51% among 340,000 | AID 504462; in the data active = inhibition above about 40%
CXCR6 block – blocks human CXCR6 beta-arrestin recruitment; O00574; CHO-K1 PathHunter CXCR6 beta-arrestin, luminescence; inhibition, % at 20 µM; hit rate 0.36% among 360,000; in the data active = inhibition above about 34%, passing the limit was not always enough;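 also: antagonist mode with CXCL16 agonist at 10 nM final; 0% = 10 nM CXCL16 with DMSO and 100% = unstimulated wells without agonist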
Starred values were filed as active, the others as inactive; · = no result given.

Results follow in this order: CCR6 antagonist | APJ antagonist | EBI2 antag | Gli-Sufu antag | APJ ag | UBC13 inh | ATG4B inh | CXCR6 block
CN(C)C(=O)Cn1c(SCC(=O)NCc2ccc3c(c2)OCO3)nc2ccccc21
    5.1 | 6.4 | -4.7 | 0.7 | -4.5 | 1.4 | -3.9 | -2.8
O=C(COC(=O)CNC(=O)c1ccc(Cl)cc1)Nc1ccc(Cl)cn1
    1.1 | -1.1 | -7.7 | -4.6 | 0.1 | 1.2 | 1.4 | -9.9
O=C(CN(CC(=O)N1CCOCC1)S(=O)(=O)c1ccc(Br)s1)N1CCOCC1
    -14.3 | -24.0 | -5.1 | -2.2 | -4.0 | -7.7 | 1.2 | -2.2
CC(=O)Nc1cccc(OCCCOc2cccc([N+](=O)[O-])c2)c1
    22.9 | · | -12.2 | -1.7 | · | · | -5.3 | -4.1
Cc1ccc(SCc2nn(C)c(Cl)c2C=O)cc1
    5.7 | 20.0 | -5.1 | -24.7 | 0.9 | -0.2 | 1.1 | -4.4
CC(C)(C)OC(=O)CC12CCCCC1NC(=O)O2 (stereo not drawn)
    -13.1 | 6.1 | -7.8 | -6.6 | -1.6 | -9.4 | 1.0 | -9.3
CCOc1cc(/C=N/NC(=O)Cn2nc([N+](=O)[O-])cc2C)ccc1OCc1ccc(F)cc1
    19.0 | 10.5 | 11.2 | -21.9 | 1.1 | -7.1 | -11.4 | 7.0
O=C(CSc1nnnn1Cc1ccccc1)NCCc1ccccc1
    6.6 | 4.7 | -14.6 | 4.1 | -2.4 | -3.3 | -9.0 | -2.7
COc1cc2[nH]c(=O)n3nc(-c4ccccc4)nc3c2cc1OC
    -21.2 | -3.8 | 5.4 | 8.0 | -1.1 | 19.2 | -17.8 | 7.7
Cc1cc2sc3ccccc3c(=O)c2c(C)c1O
    0.1 | 3.3 | 14.1 | · | -7.2 | 5.8 | 8.5 | -4.6
CC(C)N1CCN(Cc2ccc(Sc3nncn3C)o2)CC1CCO (stereo not drawn)
    1.9 | 6.7 | -8.2 | 8.1 | -2.4 | 0.7 | -6.0 | -3.5
COCCN(Cc1ccccc1)C(=O)c1cccc(S(=O)(=O)N2CCN(c3ccccc3)CC2)c1
    24.6 | 7.6 | 8.0 | -1.1 | 3.9 | 13.1 | 5.7 | 2.7
CCN(CC)C(=O)CSc1n[nH]c(=O)n1CCc1ccccc1
    13.8 | -8.3 | 7.6 | -16.4 | -1.6 | -1.7 | 1.9 | -1.2
Cc1ccc(-c2c(C(=O)N/N=C/c3ccco3)nnn2-c2nonc2N)cc1
    5.2 | 1.9 | 0.2 | -2.6 | 1.5 | -13.2 | 7.7 | -5.6
CCOC(=O)c1c(NC(=O)CN2CCOCC2)sc2c1CCCC2
    14.2 | 13.2 | 3.9 | 7.1 | 1.8 | 2.0 | -12.4 | 0.6
CCCCC(c1nnnn1CC1CCCO1)N1CCN(c2cc(Cl)ccc2C)CC1 (stereo not drawn)
    30.2 | · | 18.1 | 20.0 | · | · | -4.8 | 13.0
COP(=O)(CC(=O)c1ccccc1)CC(=O)c1ccccc1
    17.2 | 5.7 | 4.5 | 2.0 | -1.2 | 3.7 | 4.3 | 1.2
COc1ccc(-c2cc(C(=O)N3CCN(C(=O)c4ccco4)CC3)[nH]n2)cc1
    -12.0 | 7.1 | 32.6 | -16.0 | -4.6 | -7.0 | 2.0 | 0.8
CCCc1nnc(SCC(=O)Nc2ccc(C(=O)OCC)cc2)o1
    12.9 | -2.1 | -0.9 | -7.1 | -2.8 | 2.7 | -15.2 | -13.4
COC(=O)Nc1ccc(S(=O)(=O)N2CCC(C(=O)N3CCCC(C)C3)CC2)cc1 (stereo not drawn)
    6.5 | -6.4 | -3.5 | 4.4 | -2.9 | 7.4 | 2.5 | -0.6
Cc1ccc(SCC(=O)NCCN2C(=O)CSC2=O)c(C)c1
    6.2 | -0.2 | 6.4 | -0.9 | 1.9 | 5.6 | 3.6 | -3.5
COC(=O)c1cccc([N+](=O)[O-])c1CN1CCCC(C(N)=O)C1 (stereo not drawn)
    -11.3 | -0.8 | 6.7 | 11.5 | -2.3 | -3.1 | 5.4 | 0.4
N#C/C(=C(/O)CN1CCOCC1)c1nc2ccccc2s1
    -6.3 | -8.8 | -7.3 | -18.4 | -1.3 | -6.3 | 4.1 | 3.6
Cc1cc(OC(C)C(=O)NCc2cccnc2)c2c(C)c(Cc3ccccc3)c(=O)oc2c1 (stereo not drawn)
    12.7 | 10.5 | 8.6 | 14.1 | -7.6 | 14.1 | 7.6 | -3.3
CCCCn1c(/N=C/c2ccccc2NS(=O)(=O)c2ccc(C)cc2)nc2ccccc21
    13.0 | · | -7.2 | -6.3 | · | · | 31.7 | -2.4
COc1ccc(Cc2nnc(SCC(=O)NC(C)c3ccccc3)o2)cc1 (stereo not drawn)
    9.4 | 0.5 | -5.8 | -1.3 | -2.8 | 9.7 | -18.9 | -1.5
COC(=O)c1ccccc1NC(=S)NC(=O)c1ccc(C)cc1
    6.0 | 5.3 | -11.8 | -0.4 | -0.9 | -5.0 | 15.6 | 7.8
COc1cc(C(=O)NNC(=S)NC(=O)/C=C/c2ccccc2)cc(OC)c1OC
    25.4 | 17.0 | -2.7 | -0.6 | -0.6 | -23.4 | -13.3 | 18.9
Cc1csc2ncc(C(=O)NCc3ccccc3Cl)c(=O)n12
    11.2 | -1.5 | 1.1 | -4.8 | 2.5 | 14.2 | -5.3 | 4.0
Cc1ccc(NC(=O)CSC(N)=O)cc1Cl
    17.1 | -17.6 | 31.6 | -4.7 | 1.0 | 27.4 | -19.2 | 4.4
CCOc1ccc(/C=N/NC(=O)C(=O)NCc2ccco2)cc1
    -0.8 | -3.7 | -2.6 | -4.6 | -4.5 | 0.3 | -3.3 | -3.7
Cc1cc(NC(=O)CN2CCc3ccccc3C2)nc2c1c(=O)oc1ccccc12
    7.8 | 11.4 | 15.0 | 8.4 | -0.9 | -17.3 | 7.8 | 5.8
O=C(O)c1cccc(N=C2NC(=O)C(CO)(CO)S2)c1
    0.2 | -6.0 | -2.5 | -2.0 | -3.8 | -3.3 | -5.5 | -1.1
CCOC(=O)Nc1nnc(-c2ccc(OC)c(OC)c2)s1
    -12.6 | -7.3 | -0.8 | -11.1 | 1.1 | 3.7 | 0.0 | 2.6
CCN1C(=O)[C@H]2[C@@H](c3ccc(C)cc3)N3C(=O)N(c4ccc(C(F)(F)F)cc4)C(=O)[C@@]3(Cc3ccccc3)[C@H]2C1=O
    0.6 | -5.3 | -13.1 | 0.6 | -1.2 | 14.2 | -4.2 | -4.1
CCc1ccc(-c2cc(C)no2)cc1S(=O)(=O)N1CCN(c2cccc(C)c2C)CC1
    6.3 | 5.5 | 12.4 | 9.3 | -1.3 | -12.2 | 9.7 | 3.5
CCOC(=O)N1CCN(S(=O)(=O)c2ccc(C(=O)N(CCCN(C)C)c3nc4c(C)c(C)ccc4s3)cc2)CC1
    10.2 | 13.0 | -9.2 | 21.4 | -2.3 | 13.4 | -5.0 | 5.6
Cc1c(Cl)cccc1Nc1nc(N)nc(CSCCO)n1
    -8.8 | · | -9.5 | -20.7 | · | · | -4.5 | -4.5
COCc1cc(=O)[nH]c(/N=C(\N)Nc2ccccc2C)n1
    -16.6 | 7.7 | -0.4 | 2.2 | -2.7 | 2.2 | -7.5 | -7.0
Cc1nc2oc3c(NCc4ccccc4)ncnc3c2c2c1COC(C)(C)C2
    -9.9 | -13.8 | 16.7 | 5.5 | -0.6 | 18.5 | -4.1 | -1.6
CCCc1nnc(NC(=O)Nc2ccc(OC)cc2)s1
    0.5 | -20.0 | 0.1 | -10.6 | -5.2 | 24.9 | 2.9 | 7.7
CC(C)c1ccc(NC(=S)NCc2ccc3c(c2)OCO3)cc1
    6.7 | -9.6 | -0.8 | -33.2 | -1.8 | 14.3 | -17.7 | 4.6
CCOc1ccccc1NC(=O)NCCC1=CCCCC1
    14.3 | -0.9 | 9.5 | -3.2 | -0.8 | 12.2 | 9.5 | -11.0
CCCN1CNC(=S)N(c2ccc(C(=O)OCC)cc2)C1
    -3.3 | 5.7 | -17.9 | 0.2 | -1.7 | 6.5 | -2.7 | 3.2
COc1ccc(C(=O)c2ccccc2O)c(O)c1
    -1.2 | 10.9 | -4.5 | 3.0 | -1.3 | 10.5 | 0.9 | -5.7
Cc1oc2cc3oc(=O)c(CC(=O)O)c(C)c3cc2c1-c1ccccc1
    10.5 | 19.9 | -2.3 | 23.8 | -3.2 | 5.6 | -2.9 | -17.4
Cc1cc(C)c(S(=O)(=O)N2CCOC2CNC(=O)C(=O)NCCN2CCOCC2)c(C)c1 (stereo not drawn)
    12.7 | -2.1 | -3.1 | -4.2 | -2.3 | -5.4 | 4.1 | -0.6
CCCCCCN(C(=O)CCCCCN1C(=O)NC(c2ccc([N+](=O)[O-])cc2)C(C(=O)OCc2ccccc2)=C1C)C(C(=O)NCCCC)C1CCCCC1 (stereo not drawn)
    24.3 | · | 14.7 | 8.9 | · | · | -8.4 | 13.8
COc1ccc(C(=O)NCCCc2ccccc2)cc1
    5.9 | 5.7 | 10.4 | -55.9 | 3.6 | 0.8 | -8.0 | 3.9
CCOC(=O)c1sc(NS(=O)(=O)c2ccccc2)nc1C
    -9.0 | 9.3 | -3.4 | 2.2 | -2.3 | -1.3 | 7.5 | -1.1
Cc1ccc(C)c(N2CCN(C(=O)Cc3ccc(NC4=NC5CS(=O)(=O)CC5S4)cc3)CC2)c1 (stereo not drawn)
    11.8 | 9.7 | 0.3 | -2.9 | -2.7 | -2.3 | -14.2 | 2.6
CCN1C(=O)C2(C(C(=O)c3ccc(C)o3)=C(O)C(=O)N2CCCN2CCOCC2)c2ccccc21 (stereo not drawn)
    -4.2 | -8.6 | -6.2 | 5.3 | 0.1 | -14.9 | -8.6 | 0.4
CC(C)(C)C(=O)COc1ccccc1[N+](=O)[O-]
    -15.6 | -2.0 | -4.7 | 9.7 | -2.3 | 2.4 | -3.1 | -12.3
Cc1cc(OCCCCn2ccnc2)cc(C)c1Cl
    11.2 | 17.1 | 15.6 | 10.9 | -2.8 | 20.5 | 14.9 | -0.8
Cc1nc2n(c(=O)c1CCN1CCC(c3noc4cc(F)ccc34)CC1)CCCC2
    21.1 | 2.2 | -7.8 | 0.3 | -2.3 | 9.0 | -5.3 | 9.2
O=[N+]([O-])c1ccc(Cl)cc1Sc1nc2ccccc2o1
    -8.2 | -23.5 | -6.3 | -9.7 | 3.7 | 8.4 | 11.6 | -8.3
